Bioassay records deposited in PubChem BioAssay by National Center for Advancing Translational Sciences (NCATS).
Tb PYK inh = qHTS of Trypanosoma Brucei Inhibitors; AID 624173, 2012; 410,000 compounds, 0.12% hits; pyruvate kinase (Trypanosoma brucei), Q57TT1; Potency, µM (highest dose often 76.8 µM), inactives show top-dose activity, negative = inhibition, hits mostly inhibitors; TbPYK enzyme, Kinase-Glo Plus ATP luminescence, 45 min; active = well fitted inhibition curve with a large enough effect; inconclusive = small, poorly fitted or top-dose-only effect; also: nearly all actives have a fitted effect of over 50% in size
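Screened from lowest to highest concentration, compounds were pinned into TbPYK/substrate mixtures, and ADP (130 uM final) was added. Plates sat at room temperature for 45 min prior to Kinase-Glo Plus detection by luminescence.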
Starred values were filed as active, the others as inactive; ? = inconclusive; [ ] = dose if it differs, or a comment. % is scaled to controls: 0 for no effect and ±100 for the full control effect; potency is read from the fitted curve at half-maximal effect. This is a subset. The share of hits here may be higher or lower than overall.

SMILES	Tb PYK inh
COc1ccccc1CN1CC[C@@]2(CCCN(C(=O)c3cccc(F)c3)C2)C1	-5%
C[C@@H]1CN([C@@H](C)CO)C(=O)c2cc(Br)cnc2O[C@H]1CN(C)C(=O)Cc1cccnc1	0%
CCOC(=O)c1cnc2c(ccc3ccccc32)c1Nc1cccc(OC)c1	-1%
O=C(NCCS(=O)(=O)N1CCN(c2ccc(F)cc2)CC1)c1ccccc1Br	1%
CCCCN1C[C@H](c2ccc(OC)cc2)[C@@H](CC(=O)Nc2ccc(Br)cc2)C1=O	-1%
CC(=O)c1cccc(NC(=O)CSc2nc3c(c(=O)[nH]2)CCC3)c1	2%
COc1ccc(CNC(=O)c2cc3c(=O)[nH]c4ccccc4c3s2)cc1	2%
CCCCCC(=O)N1C[C@H](n2cc(C3CC3)nn2)[C@@H](O)C[C@@H]1c1ccc(OC)cc1	2%
O=C(COc1ccccc1Cl)N1CCN(CCc2ccccn2)CC1	2%
Nc1nnc2cc(F)ccc2n1	-1%
CSc1cccc(NC(=O)CC(c2cccs2)N2Cc3ccccc3C2=O)c1 (stereo unspecified)	-5%
Cc1cccc(OCC(=O)Nc2ccc3c(c2)nc(CCNC(=O)c2ccco2)n3C)c1	-1%
COc1ccc(-n2nc3cc(C)c(NC(=O)c4ccc(-c5ccc(Cl)cc5)o4)cc3n2)cc1	1%
CCOc1cc(C(=O)NCc2nc(-c3cccc(C)c3)no2)cc(OCC)c1OCC	-1%
CSc1ncnc2c1ncn2CCCNc1ccc(C)c(C)c1	-3%
CC(NC(=O)C1CCN(Cc2ccccc2)CC1)c1cccc2ccccc12 (stereo unspecified)	-7%
C=C(C)Cn1c(SCC(=O)c2ccc(Br)cc2)nc2sc3c(c2c1=O)CCCC3	2%
Cc1ccc(C)n1-c1nnc(N2CCC(C(=O)NCc3ccc(F)cc3)CC2)s1	-3%
O=C(COCc1cc(-c2ccco2)on1)Nc1cccc(O)c1	-2%[15.4 µM]
CCn1c2ccccc2c2nnc(N3CCN(c4cccc(Cl)c4)CC3)nc21	2%
CC(C)Cc1ccc(S(=O)(=O)N2CCC(c3ccncc3)CC2)cc1	-4%
Clc1ccc(CCNC(c2ccc(Cl)cc2)c2nnc(-c3ccccc3)o2)cc1 (stereo unspecified)	6%
O=C(NCc1ccccc1Cl)[C@H]1CCCN1C(=O)[C@H]1CCCN1	-11%
CCCCC12CN3CC(C)(CN(C1)C3c1ccccn1)C2=O (stereo unspecified)	-5%
COc1ccc(NC(=O)C[C@H]2C(=O)N(Cc3ccccc3)C[C@@H]2C)cc1	5%
New compounds follow.
SMILES	Tb PYK inh
O=C(C1CCN(S(=O)(=O)c2cccs2)CC1)N1CCN(c2ccccc2F)CC1	-7%
COc1ccccc1-n1ncc2c(=O)[nH]c(SCC(=O)Nc3cccc(F)c3)nc21	-3%
c1ccc(CNc2nc(NCc3cccs3)nc3ccsc23)cc1	-1%
COc1ccc(OC)c(NS(=O)(=O)c2ccc3[nH]c4c(c3c2)CCCCC4)c1	-3%
Cc1ccc(-n2c(=O)c3c(c4cc(C)ccc4n3C)n(Cc3ccc(F)cc3)c2=O)cc1	-3%
COC(=O)[C@@]1(Sc2ccccc2)CC(=O)N[C@@H]1c1ccccc1	-4%
COC(=O)c1ccc(Oc2nc3c(c(=O)n(C)c(=O)n3C)n2Cc2ccc(Cl)c(Cl)c2)cc1	-9%
CN1CCC2(CC1)CCN(C(=O)Oc1ccccc1)CC2	5%
Cc1ccc2nc(CN3CCN(S(=O)(=O)c4ccc(C(C)C)cc4)CC3)oc2c1	2%
O=C(NCc1ccccc1Cl)c1csc([C@@H]2C[C@H](O)[C@@H](CO)O2)n1	-6%
CC(=O)OC[C@@H]1CN(Cc2ccccc2)C[C@H](n2cnc3c(Nc4ccccc4)ncnc32)O1	-4%
Cc1ccc(-n2nc3c(N4CCC(C(=O)NC5CCCCC5)CC4)nnc(C)c3c2C)cc1	4%
C[C@@H]1CNC(=O)c2c(C(=O)Nc3cccc(Cl)c3)ncn21	3%
CCC(=O)Nc1ccccc1-c1nc2ccccc2n(CC(=O)Nc2ccccc2OC)c1=O	-6%
COc1cc(NS(=O)(=O)c2ccc3c(c2)OCC(C(=O)N2CCCC2)O3)cc(OC)c1 (stereo unspecified)	-2%
COc1cccc(C2c3c(-c4ccccc4O)n[nH]c3C(=O)N2Cc2cccnc2)c1 (stereo unspecified)	-2%
COCCN(C(=O)CSc1nnc(-c2ccccc2F)o1)c1c(N)n(Cc2ccccc2)c(=O)[nH]c1=O	1%
Cc1ccc(NS(=O)(=O)c2ccc3c(c2)C(C(C)C)C(=O)N3)cc1C (stereo unspecified)	-3%
CN1CCN(c2ncc3ncc(=O)n(Cc4cccs4)c3n2)CC1	-9%
CC(C)c1ccc(Cc2cnc(NC(=O)c3ccc4c(c3)CC(c3ccccc3)OC4=O)s2)cc1 (stereo unspecified)	-5%
Cc1ccc(SCC(=O)Nc2ccc3oc(-c4ccccc4F)nc3c2)cc1	4%
CCCNC(=O)C1(C)CCN(C(=O)c2ccc3snnc3c2)C1 (stereo unspecified)	5%
Cc1cccc(OC(=O)CSc2nnc(-c3cccs3)o2)c1C	-4%
CCc1nn(CC(=O)Nc2c(C)cc(C)cc2C)c(=O)c2cc3sccc3n12	0%
O=C(NCc1cccc(Cl)c1)c1cc2c(s1)-c1ccccc1SC2	5%
Continued.
SMILES	Tb PYK inh
COc1ccc(NC(=O)N2CCCC3(CCN(C(=O)c4ccncc4)CC3)C2)cc1	4%
COc1ccc(NC(=O)CCCOc2cc(=O)n(C)c3ccccc23)c(OC)c1	-5%
COc1cc(CN2CCc3nc(N4CCN(c5ncccn5)CC4)ncc3C2)cc(OC)c1OC	0%
Cc1ccc(CCNC(=O)CS(=O)Cc2nc(-c3ccccc3C)oc2C)cc1 (stereo unspecified)	-1%
Cc1c(Nc2nc3ccccc3n3c(C)nnc23)cccc1C(=O)O	0%
Cc1ccc(NC(=O)CN2C(=O)C(c3ccccc3)=NC23CCCCC3)cc1C	6%
Cc1c2cnn(CC(=O)NCc3ccc(F)cc3)c(=O)c2c(C)n1Cc1ccccc1F	-4%
COc1cc(OC)cc(C(=O)Nc2ccc3nc(N4CCCCC4)cc(C)c3c2)c1	-2%
Cn1c(=O)n(-c2cccc(Cl)c2)c(=O)c2sc3ccccc3c21	-1%
Cc1cccc(N(C)C(=O)C2CCC(CNS(=O)(=O)c3cccc4nsnc34)CC2)c1 (stereo unspecified)	-3%
CC(C)CCn1c(=O)c2cccnc2n(CC(=O)Nc2ccccc2F)c1=O	-3%
Cc1cc(C)cc(-n2c(SCC(=O)N3CCC(C)CC3)nc3c([nH]c4ccccc43)c2=O)c1	4%
CN[C@H]1C[C@H]2c3cc(N4CCN(C)CC4)ccc3CCN2C(=O)[C@H]1[C@H](C)O	5%
Cc1ccc(CSc2nnc(-c3cccc4ccccc34)o2)cc1	-10%
CCc1ccc2c(c1)NC(=O)C2(C)Cc1cccc(F)c1 (stereo unspecified)	-9%
COc1ccc(-c2cn3cccnc3n2)cc1NC(=O)c1ccccc1C(F)(F)F	-6%
COc1ccc(NC(=O)CCc2nc(C3=CCN(Cc4cccc(C)c4)CC3)no2)c(OC)c1	1%
C[C@@H]1CCCCO[C@H](CN(C)C(=O)c2ccncc2)[C@H](C)CN([C@@H](C)CO)C(=O)c2cc(NC(=O)c3ccccc3)ccc2O1	4%
Cc1ccc(-n2nc3c(N4CCC(C(=O)N5CCC(C)CC5)CC4)nnc(C)c3c2C)cc1	2%
Cc1cc(C)c2cc(C#N)c(NCCCN)nc2c1	4%
COc1ccc(CNC(=O)Nc2ccc3c(c2)c(=O)n(C)n3Cc2cc(C)cc(C)c2)cc1	-8%
CC(=O)Nc1cc(-c2ccc(C(=O)N3CCOCC3)cc2)cn2c(-c3ccc(F)c(Cl)c3)cnc12	1%
Nc1cc(N)cc(C(=O)c2ccccc2)c1	-1%
CC(C)CC(C(=O)NCC1CCN(Cc2ccc(F)cc2)CC1)N1Cc2ccccc2C1=O (stereo unspecified)	6%
O=C1OC(c2cccc3c(F)cccc23)c2ccccc21 (stereo unspecified)	-8%

Reprinted at random: two compounds from above, in no set order.
SMILES	Tb PYK inh
Cc1cc(C)c2cc(C#N)c(NCCCN)nc2c1	4%
Cc1ccc(CSc2nnc(-c3cccc4ccccc34)o2)cc1	-10%

(list continues)
SMILES	Tb PYK inh
CCc1ccc(NC(=O)Nc2cn(C)c(=O)c3ccccc23)cc1	4%
Cc1cccc(N2CCN(S(=O)(=O)c3ccc(-c4cnc(C5CC5)o4)cc3)CC2)c1C	-10%
CCCCCS(=O)(=O)c1oc(-c2cccs2)nc1S(=O)(=O)c1ccc(C)cc1	-8%
CCOC(=O)[C@]12Cc3cc(OC)ccc3[C@H]1N(C1CCCCC1)C(=O)c1cc(OC)ccc12	-2%
COc1ccc(-c2cn3nc(N4CCC(C(=O)NCc5cccc(Cl)c5)CC4)sc3n2)cc1	2%[15.4 µM]
Cc1cccc(NC(=O)c2oc3c(c2C)-c2[nH]ncc2CC3)c1C	-1%
CC(C)COc1ccc(C(=O)NCC2OCCc3ccccc32)cc1 (stereo unspecified)	0%
Cc1nn2c(=O)[nH]cnc2c1Cl	4%
CC(C)c1ccc2oc(-c3ccc(NC(=O)c4cccc(Br)c4)cc3)nc2c1	-6%
CCOC(=O)c1ccc(NC(=O)c2cnn3c(=O)c4c(n(CC)c23)CCN(Cc2ccc(OC)cc2)C4)cc1	-1%
O=C(Nc1ccc(Br)cc1F)c1nc[nH]c1C(=O)N1CCc2ccccc2C1	-13%
COc1ccc(C(=O)CSc2c(C(C)C)cnc3c2c(=O)n(C)c(=O)n3C)cc1	?
COc1cc2cc(CNc3ccccc3)c(=O)n(CC(=O)Nc3ccc(C)c(Cl)c3)c2cc1OC	-11%
COc1cc(Cl)c(C)cc1Nc1c2c(nc3ccccc13)CCC2	4%
Cc1ccc(Nc2ncnc3c2cnn3-c2ccc(C)cc2)cc1	-1%
CS(=O)(=O)N1CCC2(CCN(c3ccccc3)CC2)CC1	-5%
CCOc1ccc(NC(=O)C2(c3cccs3)CCOCC2)cc1	-1%
CCn1cc(C(=O)NCCc2ccc(Cl)cc2)c(=O)c2cc(S(=O)(=O)N3CCC(C)CC3)ccc21	-5%
COc1ccc(NC(=O)C(NS(=O)(=O)c2cccc3nsnc23)c2ccccc2)cc1 (stereo unspecified)	0%
COC(=O)C[C@@H]1C[C@H]2c3cc(NC(=O)C4CCC4)ccc3O[C@H]2[C@@H](CO)O1	-13%
COc1ccc(-c2cn3c(n2)sc2cc(C(=O)NCCCN4CCN(C)CC4)ccc23)cc1	-9%
CN[C@H]1C[C@H]2c3[nH]c4ccc(-c5cccc(C)c5)cc4c3CCN2C[C@H]1[C@H](C)O	5%
Cc1ccc(Cl)cc1NC(c1ccc(F)cc1)c1nnc(-c2ccccc2)o1 (stereo unspecified)	3%
Cc1cc(Br)ccc1NC(=O)c1sc2ncn(Cc3ccccc3Cl)c(=O)c2c1C	6%
COc1ccc(C(CNC(=O)COc2ccc(Cl)c(C)c2)N2CCOCC2)cc1 (stereo unspecified)	-8%
Continued:
SMILES	Tb PYK inh
Cn1c(=O)n(C)c2cc(N3CCOCC3)c(NC(=O)c3ccccc3Br)cc21	3%
CCOC(=O)C1CCCN(C(=O)c2cc(OC)ccc2Br)CC1 (stereo unspecified)	-6%
COC(=O)N1CCC2(CCN(C(=O)NC(C)C)CC2)CC1	2%
O=C(Nc1c(Cl)cccc1Cl)c1cc(-c2ccc3c(c2)OCO3)on1	1%
COc1ccc(-c2ccccc2C2=CC(=O)CC(C)(C)C2=O)cc1	-8%
COc1ccc(CCNC(=O)CCCn2nc(C)c3sc4ccccc4c3c2=O)c(OC)c1	1%
Nc1nc2ccc(Cl)cc2cc1C(=O)NC1CC1	-14%
CCN(CC)S(=O)(=O)c1cccc(C(=O)Nc2sc3c(c2C#N)CCC(C)C3)c1 (stereo unspecified)	-8%
CC1CC(C)CN(C(CCc2ccccc2)C(=O)NC2CCCCC2)C1 (stereo unspecified)	7%
CCc1nn(CC(=O)N2CCN(c3cccc(OC)c3)CC2)c(=O)c2cc3occc3n12	1%
O=C(c1[nH]c2ccccc2c1Sc1ccc(Cl)cc1)N1CCCCC1	-4%
CCCS(=O)(=O)NC(=O)C1(C)CCN(C(=O)Cc2ccc3ccccc3c2)C1 (stereo unspecified)	4%
Cc1ccc(-n2nc(C)c3c(C)c(CCC(=O)NCc4cccc(Cl)c4)c(C)nc32)cc1C	4%
COCCNC(=O)C1(C)CCCN(CC(=O)c2ccc(OC)cc2)C1 (stereo unspecified)	-6%
COc1ccc(NC(=O)c2oc3ccccc3c2NC(=O)Cc2coc3ccc(C)cc23)cc1	-1%

Entries from the list above that contain an aryl thioether with sulfur outside any ring:
SMILES	Tb PYK inh
CC(=O)c1cccc(NC(=O)CSc2nc3c(c(=O)[nH]2)CCC3)c1	2%
CSc1cccc(NC(=O)CC(c2cccs2)N2Cc3ccccc3C2=O)c1 (stereo unspecified)	-5%
CSc1ncnc2c1ncn2CCCNc1ccc(C)c(C)c1	-3%
C=C(C)Cn1c(SCC(=O)c2ccc(Br)cc2)nc2sc3c(c2c1=O)CCCC3	2%
COc1ccccc1-n1ncc2c(=O)[nH]c(SCC(=O)Nc3cccc(F)c3)nc21	-3%
COC(=O)[C@@]1(Sc2ccccc2)CC(=O)N[C@@H]1c1ccccc1	-4%
COCCN(C(=O)CSc1nnc(-c2ccccc2F)o1)c1c(N)n(Cc2ccccc2)c(=O)[nH]c1=O	1%
Cc1ccc(SCC(=O)Nc2ccc3oc(-c4ccccc4F)nc3c2)cc1	4%
Cc1cccc(OC(=O)CSc2nnc(-c3cccs3)o2)c1C	-4%
Cc1cc(C)cc(-n2c(SCC(=O)N3CCC(C)CC3)nc3c([nH]c4ccccc43)c2=O)c1	4%
Cc1ccc(CSc2nnc(-c3cccc4ccccc34)o2)cc1	-10%
COc1ccc(C(=O)CSc2c(C(C)C)cnc3c2c(=O)n(C)c(=O)n3C)cc1	?
O=C(c1[nH]c2ccccc2c1Sc1ccc(Cl)cc1)N1CCCCC1	-4%
